# Menin-MLL TR inh – displaces Texas Red mutant MLL peptide from human menin. Menin + Texas Red MLL mutant peptide, fluorescence polarization. Potency, µM (titrated, usually from 61.6 µM), without a hit: at the top dose FP activity change, negative = inhibition, actives largely listed as inhibitors. 0.23% of 270,000 active. AID 1768; active means well fitted inhibition curve with a large enough effect in the polarisation, with a control signal flat, not every such curve was filed as active; inconclusive means small, poorly fitted or top-dose-only effect, or effect the other way, or a change in a side signal; inactive means no such curve, though single readings can be large or run the other way; the % refers to the polarisation; further: potency means the concentration at half of the fitted maximal effect; % of control where 0% means no effect; many of its hits are not listed in these tables
# S-ASM inh – inhibitors of human secretory acid sphingomyelinase | P17405 | placental ASM, HMU-PC fluorogenic substrate, 60 min | Potency, µM (doses to about 57.5 µM), for the others: at the top dose activity change, negative = inhibition, usual class: inhibitors | 0.006% of 340,000 active | AID 504937; further: potency means the concentration at half of the fitted maximal effect
#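 Steps: dispense placental human ASM, pin compound, wait 10 min at room temperature, add HMU-PC0 substrate at 9 uM final, incubate 60 min at 37 °C, add stop solution raising pH to 10, read fluorescence.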
# Chronic BCR inh – inhibitors of chronic active B-cell receptor signaling | 0.05% of 340,000 active | ABC-DLBCL IkBa-CBG/CBR reporter, luminescence ratio, 4 h | Potency, µM (doses to about 46.1 µM), for inactives: at the highest dose ratio change, negative = lower green/red ratio, actives largely listed as inhibitors; active means well fitted inhibition curve with a large enough effect in the signal ratio, with a control signal flat, not every such curve was filed as active; inconclusive means small, poorly fitted or top-dose-only effect, or effect the other way, or a change in a side signal; the % refers to the signal ratio;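 further: potency means the concentration at half of the fitted maximal effect; plate controls were basal doxycycline-induced cells for no effect and cells given 10 µM MG132 for full effect; MG132 reads +100%, hits lower the ratio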
#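 Doxycycline induced both beetle luciferases in TMD8 lymphoma cells; IKK-driven degradation limits the IkappaBalpha-fused green signal, while red luminescence normalises for cell number and nonspecific effects. Compounds tested up to 46 uM, 4 hrs.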
# MBNL1-CUG inh – inhibitors of human MBNL1 binding to CUG repeat RNA. AID 2675. TR-FRET MBNL1-His/biotin-(CUG)12 binding, 665/545 ratio. Potency, µM (top dose mostly 57.5 µM), without a hit: at the top dose activity change, negative = inhibition, most hits filed as inhibitors. 0.036% of 280,000 active; active means well fitted inhibition curve with a large enough effect in the signal ratio, with a control signal flat, not every such curve was filed as active; inconclusive means small, poorly fitted or top-dose-only effect, or effect the other way, or a change in a side signal; inactive means no such curve, though single readings can be large or run the other way; the % refers to the signal ratio; further: potency means the concentration at half of the fitted maximal effect; on the % scale 0 is the no-effect control and ±100 the full control effect
#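 His-tagged MBNL1 binding to biotinylated (CUG)12 RNA was measured by TR-FRET using terbium anti-His antibody (0.055 ng/ul final) and streptavidin-XL665 (5 nM final). Compounds were titrated 92 nM to 58 uM; 60 min at room temperature.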
# hERG WT inh – inhibitors of human wildtype KCNH2 potassium channel | 0.37% of 340,000 active | activity change, % at 1.84 µM | U2OS, BacMam KCNH2, thallium flux FluxOr; active compounds read low | Q12809;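 active means maximum activity change below -70%; inconclusive means maximum activity change between -70% and -50%; inactive means maximum activity change above -50%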; further: on the % scale 0 is the no-effect control and ±100 the full control effect
# Target sequence (Q12809 whole entry, looked up): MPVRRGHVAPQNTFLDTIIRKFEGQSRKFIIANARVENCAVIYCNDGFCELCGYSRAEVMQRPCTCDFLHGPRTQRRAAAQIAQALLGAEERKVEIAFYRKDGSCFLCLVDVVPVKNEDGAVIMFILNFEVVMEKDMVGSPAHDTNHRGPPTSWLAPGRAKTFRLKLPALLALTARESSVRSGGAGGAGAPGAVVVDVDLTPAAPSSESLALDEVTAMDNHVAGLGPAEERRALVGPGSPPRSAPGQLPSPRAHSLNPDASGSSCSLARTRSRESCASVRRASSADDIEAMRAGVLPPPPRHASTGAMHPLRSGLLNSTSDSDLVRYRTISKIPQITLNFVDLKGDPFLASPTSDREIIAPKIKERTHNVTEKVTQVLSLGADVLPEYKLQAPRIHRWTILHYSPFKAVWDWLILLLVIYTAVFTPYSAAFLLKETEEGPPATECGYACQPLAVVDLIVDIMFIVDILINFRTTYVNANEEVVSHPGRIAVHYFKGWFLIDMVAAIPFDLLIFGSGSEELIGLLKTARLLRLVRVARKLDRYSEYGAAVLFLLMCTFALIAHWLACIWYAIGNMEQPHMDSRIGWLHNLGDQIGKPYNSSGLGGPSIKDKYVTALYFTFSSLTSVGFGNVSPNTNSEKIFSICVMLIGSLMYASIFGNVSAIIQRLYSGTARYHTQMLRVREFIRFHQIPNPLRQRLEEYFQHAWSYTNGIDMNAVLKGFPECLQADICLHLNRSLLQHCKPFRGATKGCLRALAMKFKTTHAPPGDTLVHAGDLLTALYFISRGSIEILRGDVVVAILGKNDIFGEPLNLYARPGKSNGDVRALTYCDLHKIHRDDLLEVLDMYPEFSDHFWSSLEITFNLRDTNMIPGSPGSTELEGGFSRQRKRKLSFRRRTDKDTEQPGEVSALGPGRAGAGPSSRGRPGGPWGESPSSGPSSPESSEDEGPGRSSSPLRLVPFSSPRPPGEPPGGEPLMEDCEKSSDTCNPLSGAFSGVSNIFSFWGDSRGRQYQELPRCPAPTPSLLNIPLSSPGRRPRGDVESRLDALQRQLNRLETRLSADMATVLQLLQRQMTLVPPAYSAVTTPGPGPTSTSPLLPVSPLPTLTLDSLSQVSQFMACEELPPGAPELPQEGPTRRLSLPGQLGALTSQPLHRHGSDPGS
#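 U2OS cells were transduced with wild-type KCNH2 virus (2.03 x 10^8 / mL) for 4 h at room temperature, then cultured overnight at 37 C. Thallium flux was read with FluxOr dye. Rate constants were normalized to DMSO controls.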
# Mito fusion yeast – mitochondrial division inhibition or fusion activation | S. cerevisiae fusion-defective mutant growth rescue, CellTiterGlo 48 h | Potency, µM (highest dose often 46.1 µM), for inactives: at the highest dose growth rescue (activation), hits mostly activators | 0.23% of 320,000 active;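 further: potency means the concentration at half of the fitted maximal effect; % of control where 0% means no effect; nearly all actives have a fitted effect of over 45% in size; temperature-sensitive fusion mutants such as fzo1-1 at 37 °C on non-fermentable ethanol glycerol medium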
#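 Luminescent cell viability in 1536-well qHTS format served as the measure of rescued growth in ts fusion-mutant S. cerevisiae cultured on non-fermentable YPEG for 48 hours at 37C.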
# PKM2 act – PKM2 (human) enzyme activation; P14618; purified PKM2, Kinase-Glo ATP luminescence, activation; response scale: 0% is enzyme alone, no compound; Potency, µM (series often up to 57.5 µM), inactives show top-dose activation, actives largely listed as activators; 0.34% of 260,000 active; AID 1631; further: potency means the concentration at half of the fitted maximal effect; on the % scale 0 is the no-effect control and ±100 the full control effect; nearly all actives have a fitted effect of over 55% in size
#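 Kinase-Glo luminescence reports ATP generated from ADP (0.1 mM) and PEP (0.5 mM) by purified hPK-M2 after 1 h at room temperature, pH 7.2 imidazole buffer; intermediate enzyme activity allows detecting inhibitors and activators.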
# TSHR antag – antagonists of human thyroid stimulating hormone receptor; 0.2% of 330,000 active; TSHR-expressing cells, TSH-stimulated cAMP HTRF, 2 h; active compounds read low; AID 504810; activity change, negative = inhibition, % at 11.5 µM; P16473;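 active means activity change below a set negative limit, meaning inhibition stronger than a set level, cut at about -70% in these data; inconclusive means activity change between two set negative limits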; further: on the % scale 0 is the no-effect control and ±100 the full control effect
#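 Read-out is FRET at 665 nm (cryptate excitation 337 nm) from a cryptate-tagged anti-cAMP antibody, competed by cell cAMP against cAMP-d2. Compounds are tested on freshly harvested TSHR cells challenged with 4nM TSH (EC80) for 2 hours at 37 deg C.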
# USP2a block – USP2a (human) protease inhibition. O75604. USP2 core, Ub-CHOP2 coupled fluorogenic reporter, 485/531. Potency, µM (top dose mostly 38.3 µM), for the others: at the highest dose activity change, negative = inhibition, actives largely listed as inhibitors. 0.01% of 330,000 active. AID 463254;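 further: potency means the concentration at half of the fitted maximal effect; plate controls were DMSO wells for no effect and full inhibition by NEM control for full effect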
#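 Cell-free coupled assay: 10nM USP2 core preincubated 30min RT with compound in Tris-HCl pH 8.0/CaCl2/CHAPS buffer, then 25nM Ub-CHOP2 and 25nM reporter substrate; fluorescence (Ex 485/Em 531) read after 60min RT, normalized to NEM inhibition, concentration-response curves fitted.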
# GALK inhibitor – blocks human galactokinase activity | AID 1868 | Purified GALK, Kinase-Glo residual ATP luminescence | 0.007% of 270,000 active | Potency, µM (highest dose often 57.5 µM), without a hit: at the top dose activity change, negative = inhibition, usual class: inhibitors | P51570; further: potency means the concentration at half of the fitted maximal effect; on the % scale 0 is the no-effect control and ±100 the full control effect
#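 Luminescence from leftover ATP (Ultra-Glo luciferase/luciferin) served as read-out after a 1 h room-temperature reaction of 5 nM GALK with 35 uM ATP and 100 uM galactose.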
# Eya2 inh – blocks the phosphatase activity of human Eya2; AID 488837; 0.006% of 330,000 active; recombinant Eya2, OMFP fluorescence dephosphorylation (OMFP is methylfluorescein phosphate); Potency, µM (top dose mostly 76.9 µM), inactives show at the highest dose activity, negative = inhibition, usual class: inhibitors; O00167; further: potency means the concentration at half of the fitted maximal effect; on the % scale 0 is the no-effect control and ±100 the full control effect
#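 Eya2 protein (added as 0.2 uM solution) was preincubated with compound for 10 min at ambient temperature in 50 mM HEPES pH 7.5, 50 mM NaCl, 5 uM MgCl2, 0.05% BSA, 1 mM DTT. OMFP (added at 50 uM) then reacted 10 min; fluorescence read at 485/525 nm.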
# * hit, by the source's call; ? = inconclusive; . = no result given; [ ] = dose if it differs, or a comment. Unless noted, the call rests on the fitted dose curve; in most records, active means well fitted curve in the direction sought with a large enough effect; inconclusive means small, poorly fitted or top-dose-only effect, or another doubt; inactive means no such curve, though single readings can be large; an effect the other way counts as inactive or inconclusive. An excerpt; rates above refer to the full screens.
# Every second line gives: Menin-MLL TR inh	S-ASM inh	Chronic BCR inh	MBNL1-CUG inh	hERG WT inh	Mito fusion yeast	PKM2 act	TSHR antag	USP2a block	GALK inhibitor	Eya2 inh
> O=C(N/N=C/c1cc([N+](=O)[O-])ccc1O)c1cccc2ccccc12
→ ?	.	6%	12%	.	-2%	0%	-15	-1%	6%	15%
> O=C1NC2(CCCCC2)Cc2ccccc21
→ 1%	-1%	-8%	-3%	-13	4%	-4%	-4	3%	6%	-1%
> CC(CC(=O)Nc1nc2ccccc2[nH]1)n1ccnc1 (stereo not drawn)
→ .	0%	?	-3%	-3	-13%	22%	1	-1%	3%	-2%
> COc1cccc(C(=O)Nc2ccc(NC(=O)c3cc4ccccc4o3)c(OC)c2)c1
→ 60%[activator]	75%[activator]	2%	3%	-8	-3%	-8%	-10	2%	.	10%
> Cc1ccc(S(=O)(=O)NCCC(=O)N2CCN(S(=O)(=O)c3ccccc3)CC2)cc1C
→ .	3%	7%	.	31	2%	.	-5	-1%	.	-12%
> C[C@@H](c1ccccc1)N1Cc2ccccc2Oc2cc(Br)ccc2S1(=O)=O
→ .	-7%	12%	.	4	.	.	-24	0%	.	0%
> COc1ccc(C(=O)NCCC2=CCCCC2)cc1S(=O)(=O)N1CCOCC1
→ .	.	-11%	.	-5	2%	.	-1	1%	.	18%
> COc1cc(Cl)ccc1OCc1cc(C(=O)NC(C)Cc2cccnc2)no1 (stereo not drawn)
→ .	-1%	?	-1%	-15	-24%	0%	7	1%	4%	-16%
> O=C(Nc1ccc2c(c1)OCO2)C(c1ccc(Cl)cc1)N1CCC2(CC1)OCCO2 (stereo not drawn)
→ -2%	-2%	3%	3%	12	?	5%	-1	-5%	-1%	-1%
> C/C(CC(=O)NCc1ccc(Cl)cc1)=N\NC(=O)Cc1ccccc1
→ 5%	5%	1%	13%[11.5 µM]	27	?	-5%	11	-1%	.	3%
> Cn1nc(C(F)(F)F)c(/C=N/OC(=O)c2ccccc2)c1SCc1ccccc1Cl
→ 16%	-4%	1%	-12%	-3	4%	1%	3	-1%	3%	-5%
> O=C(Nc1cc(Cl)ccc1Cl)C1CCCO1 (stereo not drawn)
→ 0%	0%	2%	-7%	1	-2%	-8%	4	0%	6%	-4%
> Fc1ccc(N/N=C2/CC(c3ccccc3)Oc3ccccc32)c(F)c1 (stereo not drawn)
→ 3%	-8%	2%	.	1	0%	-9%	-5	2%	2%	3%
> Cc1cccc(NC(=O)NNS(=O)(=O)c2ccc(F)cc2)c1
→ 4%	1%	0%	-18%	0	-2%	-1%	3	1%	2%	2%
> O=C(CN(C(=O)CCC(=O)Nc1nccs1)c1ccccc1F)NCC1CCCO1 (stereo not drawn)
→ 4%	1%	?	6%	1	-3%	12%	-5	3%	0%	3%
> CC1COC(=O)C(NNc2ccc(Cl)c(Cl)c2)=N1 (stereo not drawn)
→ 4%	-8%	7%	-5%	.	-2%	-7%	7	-1%	5%	7%
> CC1CCN(c2ccc(C(=O)NCc3cccs3)cn2)CC1
→ -10%	-1%	?	5%	-2	1%	?	-12	0%	0%	-4%
> Cc1ccc(P(=Nc2ccccc2)(N2CCOCC2)N2CCOCC2)o1
→ 5%	8%	5%	-6%	5	0%	-5%	0	0%	-3%	5%
> O=C(Nc1ccnn1C1CCN(Cc2ccc(Cl)cc2)CC1)C1CCCC1
→ .	0%	-2%	0%	55	-3%	-1%	0	-3%	6%	-3%
> CC(Cc1ccccc1)C(=O)Nc1ccc(Br)cc1 (stereo not drawn)
→ ?	-6%	3%	3%	0	6%	0%[11.5 µM]	11	3%	-7%	5%
> COC(=O)c1oc2ccc(Br)cc2c1-n1cccc1
→ 11%	-8%	4%	2%	4	-1%	0%	-14	1%	3%	19%
> Cc1ccc(OCc2ccc(C(=O)Nc3ccc(S(N)(=O)=O)cc3)o2)cc1
→ -14%	1%	-2%	-5%	.	1%	-16%	4	0%	9%	-30%
> COc1cc(-c2nc3ccccc3nc2-c2ccc(O)c(OC)c2)ccc1O
→ 6%	-6%	-2%	?	1	0%	0%	6	-1%	-3%	-17%
> Cc1ccc(C(=O)CSc2ncnc3sc4c(c23)CCC(C)C4)cc1 (stereo not drawn)
→ -14%	-1%	5%	1%	-24	-6%	-16%	8	1%	0%	3%
> Nc1ccccc1SCC(=O)Nc1ccc2c(c1)OCO2
→ .	0%	-1%	2%	-2	-1%	2%	-9	1%	-5%	7%
> O=C(CN1CCN(Cc2ccc(Cl)cc2)C1=O)NCCCN1CCN(c2ccc(F)cc2)CC1
→ 2%	-1%	12%	5%	-116*	-3%	1%	-12	3%	2%	20%
> COCCN(CC(=O)Nc1cccc(S(=O)(=O)N2CCCC2)c1)Cc1nc2ccccc2c(=O)[nH]1
→ .	.	1%	.	2	-5%	.	0	-1%	.	19%
> Cc1nnc(NCc2ccco2)s1
→ -7%	2%	2%	-8%	-8	2%	-4%	3	1%	-4%	6%
> CCOc1cc(CNCCN(C)C)c(Cl)cc1OCC(=O)NCCc1ccccc1
→ -5%	3%	7%	-4%	-2	-2%	-6%	11	1%	1%	-29%
> CCOCCc1nnc(NC(=O)C(C)Oc2ccccc2)s1 (stereo not drawn)
→ -12%	1%	2%	-3%	1	-1%	0%	-12	1%	8%	-3%
> Cc1ccc(-n2c(=O)[nH]cc(C(=O)Nc3ccc4c(c3)OCCO4)c2=O)cc1C
→ 13%	-4%	-7%	-10%	-10	0%	3%	-9	0%	-5%	-11%
> O=C(COC(=O)c1ccc(C(F)(F)F)cc1)NC(=O)NC1CCCC1
→ .	0%	0%	.	-10	-3%	.	20	-5%	.	2%
> O=C(c1cccnc1)N1CCN(Cc2ccc3ccccc3c2)CC1
→ ?	-3%	4%	3%	-30	-5%	.	-2	-1%	1%	-5%
> Cc1ccccc1S(=O)(=O)Cc1ccc(C(=O)NCCCN2CCC(C)CC2)o1
→ -7%	7%	6%	-2%	50	9%	.	-5	1%	-2%	?
> Brc1ccc(-c2csc3ncnc(-n4nnc5ccccc54)c23)cc1
→ ?	-5%	-1%	15%	5	13µM*	-4%	33	1%	2%	-3%
> COc1ccc(-n2nc(C(=O)NCC(=O)NCC3COc4ccccc4O3)c3ccccc3c2=O)c(OC)c1 (stereo not drawn)
→ -14%	-10%	0%	13%	-5	-2%	-1%	-11	-2%	-1%	-2%
> CC(C)N(Cc1ccccc1)C(=O)COC(=O)c1ccc2c(c1)OCCO2
→ -2%	-2%	?	-4%	5	13%	6%	-12	3%	5%	11%

# Sorted by molar mass (rising): 4 of the compounds above.
# Every second line gives: Menin-MLL TR inh	S-ASM inh	Chronic BCR inh	MBNL1-CUG inh	hERG WT inh	Mito fusion yeast	PKM2 act	TSHR antag	USP2a block	GALK inhibitor	Eya2 inh
> O=C(c1cccnc1)N1CCN(Cc2ccc3ccccc3c2)CC1
→ ?	-3%	4%	3%	-30	-5%	.	-2	-1%	1%	-5%
> O=C(COC(=O)c1ccc(C(F)(F)F)cc1)NC(=O)NC1CCCC1
→ .	0%	0%	.	-10	-3%	.	20	-5%	.	2%
> CC(C)N(Cc1ccccc1)C(=O)COC(=O)c1ccc2c(c1)OCCO2
→ -2%	-2%	?	-4%	5	13%	6%	-12	3%	5%	11%
> Brc1ccc(-c2csc3ncnc(-n4nnc5ccccc54)c23)cc1
→ ?	-5%	-1%	15%	5	13µM*	-4%	33	1%	2%	-3%

# Screens deposited in PubChem by National Center for Advancing Translational Sciences (NCATS).
